# Source: PubChem BioAssay (several laboratories)
# FXIa inh 1536: factor XIa (human) inhibition. inhibition, % at 5 µM. purified FXIa, Boc-Glu-Ala-Arg-AMC fluorogenic substrate. 220,000 compounds, 0.14% hits;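 active = inhibition of at least 40%; inactive = inhibition below 40%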;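 also: fluorescence of freed AMC excited at 355 nm; 0% = enzyme without compound and 100% = no enzyme blank; many of its hits are not listed in these tables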
# Target sequence (P03951 19-387 limits assumed): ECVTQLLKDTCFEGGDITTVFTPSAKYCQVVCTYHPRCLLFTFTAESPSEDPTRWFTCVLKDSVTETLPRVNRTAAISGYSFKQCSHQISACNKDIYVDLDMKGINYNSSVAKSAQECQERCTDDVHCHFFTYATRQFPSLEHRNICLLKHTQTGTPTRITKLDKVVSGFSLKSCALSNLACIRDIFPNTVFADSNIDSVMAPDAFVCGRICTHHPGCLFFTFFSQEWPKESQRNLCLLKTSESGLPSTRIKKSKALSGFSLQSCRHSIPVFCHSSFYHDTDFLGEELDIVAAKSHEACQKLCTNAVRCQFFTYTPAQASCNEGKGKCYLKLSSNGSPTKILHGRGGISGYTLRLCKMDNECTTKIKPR
# Target sequence (P03951 388-625 limits assumed): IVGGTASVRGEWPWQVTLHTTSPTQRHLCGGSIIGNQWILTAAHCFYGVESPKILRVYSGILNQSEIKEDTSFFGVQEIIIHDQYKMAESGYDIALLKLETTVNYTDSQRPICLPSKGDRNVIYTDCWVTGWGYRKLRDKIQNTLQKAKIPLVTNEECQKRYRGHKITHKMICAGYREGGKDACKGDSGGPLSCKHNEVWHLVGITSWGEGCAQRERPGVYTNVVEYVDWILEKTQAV
# thrombin 1536: thrombin (human) inhibition; P00734; alpha-thrombin, Boc-VPR-AMC fluorogenic substrate cleavage; inhibition, % at 5 µM; 220,000 compounds, 0.26% hits; AID 1046;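 active = inhibition at or above 40%; inactive = inhibition below 40%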;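 also: 0% = enzyme with no compound and 100% = wells without enzyme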
#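 System: human alpha-thrombin protein; Compound dosing: one concentration per compound, 5 µM, with 0.2% DMSO; Timing: reaction at room temperature; Technique: AMC fluorescence, 355/460 nm; Controls: enzyme without compound as high, wells lacking enzyme as low.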
# Furin inh: human furin inhibition. P09958. purified furin, fluorogenic substrate cleavage. inhibition, % at 30 µM. 220,000 compounds, 0.061% hits. AID 463115; in the data active = inhibition above about 25%; also: inactives centre near -15
# Rad51 HR inh: blocks human Rad51 in homologous recombination; hRad51 DNA strand exchange, fluorescence dequenching; inhibition, % at 10 µM; 200,000 compounds, 0.085% hits;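 active = inhibition above 40% at the single screening dose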;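 also: 0% = DMSO control wells and 100% = blanks with heterologous ssDNA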
#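 System: hRad51 filaments on single-stranded DNA; reagent: Fluorescein- and BHQ1-tagged 47-mer duplex; compound dosing: one concentration, 10 µM final; timing: filaments 15 min 37 °C, then compound 30 min; measured by: fluorescein emission 520 nm, excitation 485 nm; benchmarks: per-plate controls and blanks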
# FXIIa inh 1536: inhibitors of human coagulation factor XIIa | P00748 | 220,000 compounds, 0.3% hits | inhibition, % at 5 µM | AID 800 | purified FXIIa, Boc-QGR-AMC fluorogenic substrate, 2 h; in the data active = inhibition above about 40%;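 also: 0% = enzyme with no compound and 100% = blank without enzyme; many of its hits are not listed in these tables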
# KLK5 inh: kallikrein 5 (human) inhibition. Q9Y337. recombinant hK5, fluorogenic AMC substrate cleavage. inhibition, % at 5 µM. 210,000 compounds, 0.59% hits;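 active = inhibition of 40% or more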;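 also: 0% = enzyme controls without compound and 100% = no-enzyme blanks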
# Target sequence (Q9Y337 67-293 limits assumed): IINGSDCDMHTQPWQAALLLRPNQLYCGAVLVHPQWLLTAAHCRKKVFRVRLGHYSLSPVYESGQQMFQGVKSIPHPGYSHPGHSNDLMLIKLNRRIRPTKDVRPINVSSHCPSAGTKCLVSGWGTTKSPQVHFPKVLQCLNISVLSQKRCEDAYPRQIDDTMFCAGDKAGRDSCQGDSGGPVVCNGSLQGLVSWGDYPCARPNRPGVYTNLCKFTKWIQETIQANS
# KCC2 mod: modulates chloride dependent transport by human KCC2; Q9H2X9; KCC2 cells, thallium flux FluoZin-2 fluorescence; B-score of Tl+ flux slope (higher = more flux/activation; lower = inhibition) at 10 µM; 190,000 compounds, 2.2% hits; AID 1456;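 active = thallium flux slope and its plate-corrected score both differing from the plate sample mean at a set confidence after two filtering rounds, in either direction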;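 also: slope of fluorescence scaled to starting intensity during 10 to 20 s after thallium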
# PERK inh: human PERK inhibition, primary cell-based screen; Q9NZJ5; CHO PERK-DD fusion, SEAP luminescence translation reporter; inhibition, % at 5.6 µM; 220,000 compounds, 0.17% hits;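 active = inhibition above the mean inhibition of all tested compounds plus 3 SD, set separately per screening campaign, cut at about 2.9% in these data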;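 also: PERK kinase domain activated by AP20187 dimerizer at 100 nM; 0% = DMSO with dimerizer and 100% = rapamycin at 8.4 µM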
# Calpain2 inh: blocks pig calpain II enzyme activity | inhibition, % at 16 µM | 220,000 compounds, 0.37% hits | purified calpain II, fluorogenic peptide substrate, 30 min;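 active = inhibition above about 50%, limit read from the data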
# * marks the source's active call; other numbers are inactive results; i = inactive; . = not tested or not shown; [ ] = another dose, or the depositor's remark.
no.	mol	FXIa inh 1536	thrombin 1536	Furin inh	Rad51 HR inh	FXIIa inh 1536	KLK5 inh	KCC2 mod	PERK inh	Calpain2 inh
1	O=c1cc(-c2ccccc2)[nH]n1-c1nc2ccccc2s1	7	-13	-21	4	17	-13	14*	1.1	-37
2	CCOc1ccc(NC(=O)CSc2nnc(CCNC(=O)c3ccc(OC)cc3)n2CC)cc1	-5	0	-21[20 µM]	.	14	-19	.	-0.3	-18
3	O=C(NNC(=O)C1CC(c2cccs2)=NO1)NC1CCCCC1 (stereo unspecified)	1	.	-29	7	7	-1	-0.052	0.5	16
4	COCCN(C(=O)c1csnn1)C(C(=O)NC(C)(C)C)c1cccc(OC)c1 (stereo unspecified)	-5	-1	-13[20 µM]	-192	7	-10	0.47	-0.3	9
5	CC(C)CCNC(=O)NC(=O)CSc1nnc2ccccn12	-4	-3	-20	-2	4	-20	2.6	1.8	-68
6	FC(F)(F)c1nnc2ccc(N3CCOCC3)nn12	0	5	-19[20 µM]	4	6	-14	0.024	0.8	-11
7	COc1ccc(CNC(=O)C/C(C)=N/NC(=O)c2cnccn2)cc1	-3	-14	-18	18	4	-3	-0.19	1.2	-12
8	ClCC1CSC(=NC23CC4CC(CC(C4)C2)C3)O1 (stereo unspecified)	-6	-5	-27	11	7	2	-0.43	1.7	11
9	O=C(O)C1CCCCC1C(=O)Nc1ccc(Cl)cc1Cl (stereo unspecified)	5	1	-24	6	17	-6	0.084	-0.3	3
10	O=C(CN1CCN(c2nc(-c3ccccc3)cs2)CC1)NNC(=O)c1ccc(Br)cc1	4	0	-16[20 µM]	3	12	9	0.13	-0.6	14
11	Cc1ccc(OCC(=O)NCCC2=CCCCC2)cc1	8	0	-22	14	14	-9	.	2.2	-1
12	O=C(CNC(=S)N(CCCN1CCOCC1)Cc1cccs1)NC1CC1	4	1	-21	-5	11	-22	0.39	0.9	-6
13	CCOc1ccc(S(=O)(=O)NCc2ccc(Cl)cc2)c2cccnc12	-2	-3	-7	.	1	-8	-1	-1.1	-54
14	O=C(Nc1nnc(N2CCCCCC2)s1)c1cc(-c2ccc(Br)cc2)on1	4	-3	-16	2	12	-1	0.14	0.5	-87
15	CCOC(=O)C1CCCN(C(=O)Cc2c(C(=O)O)[nH]c3ccccc23)C1 (stereo unspecified)	2	6	-27	-3	11	24	0.49	1.4	10
16	CC(C)N(C(=O)CSc1nnc(Cc2ccc3c(c2)OCO3)n1C)C(C)C	0	4	-29	4	9	3	-0.064	1.0	-23
17	O=C(NN1C(=O)C2C3CCC(O3)C2C1=O)c1ccc(Cl)cc1 (stereo unspecified)	4	-5	-22	-1	5	-15	0.49	1.4	0
18	Cc1cc(C)c2[nH]c(C(=O)Nc3ccc4c(c3)OCO4)cc2c1	4	0	-27	0	7	5	-0.8	-0.8	6
19	Cc1cccc(Nc2c3c(nc4ccccc24)CCC3)c1	3	-3	4	11	8	-1	.	-1.1	12
20	CN(CCc1ccccn1)c1ccc([N+](=O)[O-])cn1	3	-7	-12	.	9	3	0.3	0.7	-20
21	Cc1cc(C)cc(NC(=O)CSc2nnc(Cn3c(=O)sc4ccccc43)n2C)c1	-5	3	-13	-4	2	2	0.019	0.3	12
22	O=C(Nc1ccccc1)c1ccc(-c2ccccc2)s1	4	-3	-12	-21	-2	-15	0.86	0.1	0
23	Cc1cccc(OCC(=O)Nc2cc(C)on2)c1	6	-1	-19[20 µM]	-2	11	-6	-0.01	0.7	18
24	CCc1cccc2cc3c(N)c(C(=O)Nc4ccc(S(=O)(=O)N5CCCC5)cc4)sc3nc12	2	-8	-9	-114	3	-8	0.49	0.3	-141
25	Cc1cccc(NC(=S)N(Cc2ccco2)C(C)c2cccs2)c1 (stereo unspecified)	-3	6	-17	3	9	4	0.47	1.4	12
26	CC1(c2nnc(-c3ccc(F)cc3)o2)CC(c2ccc(Cl)cc2)=NO1 (stereo unspecified)	-1	-8	-32	-2	6	0	1.5	.	27
27	CCOC(=O)N1CCc2c(sc(NC(=O)Cc3ccccc3)c2C(=O)c2ccc(OC)cc2)C1	3	3	-8	10	12	0	-1.9	-0.9	-5
28	O=C1C2CC=CCC2C(=O)N1CC1CCCO1 (stereo unspecified)	21	24	-8[20 µM]	-1	24	32	0.52	-0.6	-4
29	C=CCn1c(=N)n(CC(=O)c2ccc(Br)s2)c2ccccc21	-5	-5	-10	3	1	-18	-0.97	-1.5	10
30	CC(C)(C(=O)c1ccccc1)/[N+]([O-])=C/c1ccccc1F	.	.	-36[20 µM]	-7	.	.	-0.056	0.8	.
31	CC(=O)N(C)/C=C1\Sc2ccccc2C1=O	2	7	-28[20 µM]	.	24	-6	-0.37	0.6	-13
32	COc1cc(/C=C/C(=O)Nc2ccc(C)cc2)cc(OC)c1OC	9	2	-4	20	22	-11	0.1	-1.0	-7
33	CCCc1nc([N+](=O)[O-])c(S(=O)(=O)c2ccccc2)n1CC(C)C	22	1	-21	-37	9	-3	.	0.2	-9
34	CC(C)C(=O)Nc1cccc(-c2cnc3ccccc3n2)c1	2	0	-3[20 µM]	-2	12	6	.	-1.5	7
35	c1ccc2c(c1)nc(N1CCOCC1)c1nncn12	11	14	-17[20 µM]	.	18	12	-0.24	-0.6	10
36	Cc1ccc(C)c(OCCn2cc(/C=C(\C#N)C(=O)NCc3cccs3)c3ccccc32)c1	-9	-3	-13[20 µM]	-2	4	5	-0.16	-0.4	-339
37	CC12COC3(C(=O)Nc4ccccc4)CC1CCC32C (stereo unspecified)	-4	-9	-19	5	0	-3	-0.029	0.5	-10
38	CCOC(=O)c1c(-c2ncc(C(F)(F)F)cc2Cl)noc1C	-3	-6	-30	8	.	-2	-0.47	1.5	21
39	COc1ccc(N2CCC(CNC(=S)Nc3cc(C)cc(C)c3)C2)cc1 (stereo unspecified)	2	1	-3	8	10	9	-0.033	-0.2	9
40	Cc1ccc(S(=O)(=O)NC2=NCCC2)cc1	-4	-4	-28	.	-15	-13	-0.37	0.5	3
41	CCCn1c(-c2cccs2)nc2nc3ccccc3nc21	-5	-8	-99[20 µM]	-4	-40	-18	.	-0.5	i
42	O=C(CN1C(=O)COc2ccccc21)NCCC1=CCCCC1	0	-10	-25	14	0	-1	-0.72	0.8	-4
43	Cc1ccc(S(=O)(=O)N(C)C)cc1NC(=O)C1CCC1	1	-2	-19	.	5	2	-0.48	0.9	6
44	N#CC1=C(N)C2=CCCC[C@H]2[C@H](c2ccccc2)C1(C#N)C#N	1	19	-17	-20	4	9	-1.1	0.0	-36
45	Oc1ccc(Br)cc1/C=N/n1cnc2ccccc21	-3	-8	-3	2	4	7	.	0.1	-25
46	CCCCC(=O)Nc1ccccc1C(=O)OCC(=O)c1ccc2c(c1)OCCO2	-2	-14	-9	-1	11	-12	-0.29	0.5	4
47	Cc1ccc(C(=O)N/N=C\c2ccc(-c3ccc([N+](=O)[O-])cc3)o2)cn1	0	-6	-16	-29	-2	1	-2.4	-1.4	6
48	CC(=O)N1N=C(c2ccco2)CC1c1cc2cc(C)ccc2nc1Cl (stereo unspecified)	-16	-6	-11	14	6	13	1.5	-0.4	-11
49	CC(=O)c1ccc(-n2ccnc2)cc1	-2	1	-18	-5	6	-5	0.51	2.1	13
50	CCN(CC)C(=O)CSc1nc2ccccc2n1CC(=O)N1CCN(c2ccccc2OC)CC1	-3	-3	-14[20 µM]	2	10	-7	0.41	-0.8	12
51	COC(=O)c1ccc(N2CCC(c3cc(-c4ccc(OC)cc4)n[nH]3)CC2)c([N+](=O)[O-])c1	1	1	-6[20 µM]	2	10	-17	1	0.3	-75
52	O=C(Nc1ccc(C2=NCCN2)cc1)c1ccc(C(=O)Nc2ccc(C3=NCCN3)cc2)c(Cl)c1	2	0	-19	33	9	2	-0.054	-0.4	-18
53	Cc1cc(O)c(C(C)C)cc1N=Cc1cc([N+](=O)[O-])ccc1O	4	-4	-4	-16	6	-1	0.032	1.7	12
54	Cc1cccc(N(CC(=O)Nc2c(C)n(C)n(-c3ccccc3)c2=O)S(C)(=O)=O)c1C	1	4	-17[20 µM]	-3	6	0	.	-0.5	4
55	O=C(O)COc1ccc2occ(C(=O)c3ccccc3)c2c1	21	-2	-14[20 µM]	6	28	-2	.	1.5	16
56	Cc1csc2ncnc(NCCc3ccccn3)c12	-2	5	-13	22	7	-4	-0.53	1.6	40
57	CCN(CCO)Cc1csc2c(Br)cccc12	-3	2	-15[20 µM]	9	13	1	0.017	0.1	21
58	S=c1[nH]cnc2scc(-c3ccc(Br)cc3)c12	1	-5	-23	-2	12	-18	48*	1.1	-14

# Entries listed so far that contain a Cl atom:
no.	mol	FXIa inh 1536	thrombin 1536	Furin inh	Rad51 HR inh	FXIIa inh 1536	KLK5 inh	KCC2 mod	PERK inh	Calpain2 inh
8	ClCC1CSC(=NC23CC4CC(CC(C4)C2)C3)O1 (stereo unspecified)	-6	-5	-27	11	7	2	-0.43	1.7	11
9	O=C(O)C1CCCCC1C(=O)Nc1ccc(Cl)cc1Cl (stereo unspecified)	5	1	-24	6	17	-6	0.084	-0.3	3
13	CCOc1ccc(S(=O)(=O)NCc2ccc(Cl)cc2)c2cccnc12	-2	-3	-7	.	1	-8	-1	-1.1	-54
17	O=C(NN1C(=O)C2C3CCC(O3)C2C1=O)c1ccc(Cl)cc1 (stereo unspecified)	4	-5	-22	-1	5	-15	0.49	1.4	0
26	CC1(c2nnc(-c3ccc(F)cc3)o2)CC(c2ccc(Cl)cc2)=NO1 (stereo unspecified)	-1	-8	-32	-2	6	0	1.5	.	27
38	CCOC(=O)c1c(-c2ncc(C(F)(F)F)cc2Cl)noc1C	-3	-6	-30	8	.	-2	-0.47	1.5	21
48	CC(=O)N1N=C(c2ccco2)CC1c1cc2cc(C)ccc2nc1Cl (stereo unspecified)	-16	-6	-11	14	6	13	1.5	-0.4	-11
52	O=C(Nc1ccc(C2=NCCN2)cc1)c1ccc(C(=O)Nc2ccc(C3=NCCN3)cc2)c(Cl)c1	2	0	-19	33	9	2	-0.054	-0.4	-18

# Not all compounds are listed, so the mix of outcomes need not match the whole.
